RORg inh = qHTS for inhibitors of ROR gamma transcriptional activity; Potency, µM (titrated, usually from 53.6 µM), without a hit: at the top dose activity change, negative = inhibition, usual class: inhibitors; actives 5.4% (n = 310,000); Drosophila S2 Gal4-RORgamma UAS-luciferase reporter, 20 h; AID 2551, 2010; also: potency is read from the fitted curve at half-maximal effect; % is scaled to controls: 0 for no effect and ±100 for the full control effect; nearly all actives have a fitted effect of over 60% in size
Target sequence (P51450 whole entry, looked up, the tested form may be a part): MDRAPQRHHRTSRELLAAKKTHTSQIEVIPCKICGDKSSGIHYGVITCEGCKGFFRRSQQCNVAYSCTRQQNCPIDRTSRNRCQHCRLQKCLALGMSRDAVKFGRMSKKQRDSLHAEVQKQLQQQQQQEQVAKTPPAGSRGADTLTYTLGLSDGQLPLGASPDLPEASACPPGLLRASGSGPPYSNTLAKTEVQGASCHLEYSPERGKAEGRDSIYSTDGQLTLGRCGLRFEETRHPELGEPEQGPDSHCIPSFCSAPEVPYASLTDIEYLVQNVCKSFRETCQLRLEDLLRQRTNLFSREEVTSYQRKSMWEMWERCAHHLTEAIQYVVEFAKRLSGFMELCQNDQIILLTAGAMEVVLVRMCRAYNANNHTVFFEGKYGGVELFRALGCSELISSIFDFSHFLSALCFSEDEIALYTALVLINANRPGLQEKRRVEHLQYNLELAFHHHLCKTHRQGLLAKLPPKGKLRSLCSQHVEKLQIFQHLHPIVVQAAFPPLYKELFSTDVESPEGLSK
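A Gal4/UAS one-hybrid system in insect cells: metallothionein-promoter Gal4–ROR gamma fusion plus Photinus luciferase reporter. Copper sulfate 700 uM final, 20 hr ambient incubation, luminescent detection after 10 min with reagent.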
PKM2 activator = qHTS Assay for Activators of Human Muscle isoform 2 Pyruvate Kinase | Pyruvate kinase PKM (Homo sapiens), P14618 | purified PKM2, Kinase-Glo ATP luminescence, activation; response scale: 0% is enzyme alone, no compound | Potency, µM (titrated, usually from 57.5 µM), without a hit: top-dose activation, usual class: activators | actives 0.34% (n = 260,000) | AID 1631, 2009; also: potency is read from the fitted curve at half-maximal effect; % is scaled to controls: 0 for no effect and ±100 for the full control effect; nearly all actives have a fitted effect of over 55% in size
Target sequence (P14618 whole entry, looked up, canonical isoform): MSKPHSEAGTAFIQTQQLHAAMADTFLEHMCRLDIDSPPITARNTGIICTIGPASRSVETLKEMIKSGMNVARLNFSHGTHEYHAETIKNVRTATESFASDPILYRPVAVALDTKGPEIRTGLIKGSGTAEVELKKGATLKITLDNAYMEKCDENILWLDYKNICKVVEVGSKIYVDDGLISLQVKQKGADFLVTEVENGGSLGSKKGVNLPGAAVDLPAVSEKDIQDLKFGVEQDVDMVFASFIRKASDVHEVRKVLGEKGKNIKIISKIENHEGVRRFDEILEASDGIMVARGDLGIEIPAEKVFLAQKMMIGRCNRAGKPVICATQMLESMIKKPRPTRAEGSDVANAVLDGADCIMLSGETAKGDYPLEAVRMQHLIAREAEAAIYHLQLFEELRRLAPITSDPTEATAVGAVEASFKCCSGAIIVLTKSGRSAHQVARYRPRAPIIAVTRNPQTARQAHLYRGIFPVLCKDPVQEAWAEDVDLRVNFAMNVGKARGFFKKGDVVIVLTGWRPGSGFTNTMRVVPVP
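hPK-M2, >95% pure; 0.1 mM ADP / 0.5 mM PEP final; imidazole pH7.2 buffer w/ 7 mM MgCl2, 50 mM KCl; 1 h RT; Kinase-Glo lum. Intermediate enzyme activity for dual inhibitor/activator qHTS.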
Rab9 prom act = qHTS Assay for Rab9 Promoter Activators. Huh7 Rab9 promoter-luciferase reporter, luminescence, 24 h. Potency, µM (series often up to 9.22 µM), without a hit: top-dose activation, negative = inhibition, most hits filed as activators. actives 2.8% (n = 320,000). AID 485297, 2010; also: potency is read from the fitted curve at half-maximal effect; % of control where 0% means no effect; nearly all actives have a fitted effect of over 60% in size
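Luminescence from Amplite-detected luciferase (10 minutes, ambient) reports Rab9 promoter activation. Before that, stable Rab9-luciferase Huh7 cells (1500/well, reduced-serum OP-MEM I plus 10% FBS) were exposed to compound for 24 hours at 37C.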
p53 reactivation = qHTS assay for re-activators of p53 using a Luc reporter; Potency, µM (titrated, usually from 92.2 µM), for inactives: at the highest dose activity change, positive = activation, most hits filed as activators; H1299 p53-A138V BP100-luciferase reporter, luminescence, 24 h; actives 0.063% (n = 320,000); also: potency is read from the fitted curve at half-maximal effect; % of control where 0% means no effect; nearly all actives have a fitted effect of over 45% in size
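p53-null H1299 cells stably carrying temperature-sensitive p53-A138V and a BP100-luciferase reporter were pinned with compounds (4-point, 1:5 series) and held 24 hrs at 37 deg C. Luminescence was read 10 min after detection reagent.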
NPC1 promoter act = qHTS Assay for NPC1 Promoter Activators; Huh7 NPC1 promoter luciferase reporter, 24 h; Potency, µM (top dose mostly 9.22 µM), for the others: top-dose activation, hits mostly activators; actives 2.4% (n = 320,000);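 also: potency is read from the fitted curve at half-maximal effect; % of control where 0% means no effect; nearly all actives have a fitted effect of over 60% in size; reporter is driven by a mutant NPC1 promoter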
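Luminescence read-out of NPC1 promoter-driven luciferase in stably transfected Huh7 cells; compounds delivered in DMSO and left 24 h at 37C, 5% CO2, qHTS titration format.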
Giardia kill = Small Molecules that selectively kill Giardia lamblia: qHTS; Giardia lamblia trophozoite viability; activity change, % at 7.66 µM, hits read low; actives 0.15% (n = 340,000); AID 540267, 2011; in the data active = activity change below about -80%; inconclusive = between about -30% and that limit;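 also: parasites exposed to compound for two days anaerobically before the ATP read; % is scaled to controls: 0 for no effect and ±100 for the full control effect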
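Each well holds 100 Giardia trophozoites and compound. After two days (48 hrs) at 37 deg C in anaerobic conditions, ATP is quantified by luminescence.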
Gal4-VP16 FLuc = VP16 counterscreen qHTS for inhibitors of ROR gamma transcriptional activity; AID 2546, 2010; actives 3.5% (n = 310,000); Potency, µM (titrated, usually from 53.6 µM), for the others: top-dose activity, negative = inhibition, most hits filed as inhibitors; Drosophila S2 Gal4-VP16 UAS-luciferase, luminescence, 20 h;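 also: Gal4-VP16 expression switched on by copper sulfate through the metallothionein promoter; potency is read from the fitted curve at half-maximal effect; % is scaled to controls: 0 for no effect and ±100 for the full control effect; nearly all actives have a fitted effect of over 50% in size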
BRCA1 expr up = qHTS Assay to Identify Small Molecule Activators of BRCA1 Expression. Potency, µM (series often up to 46.1 µM), for inactives: at the highest dose activation, most hits filed as activators. MCF7-BRCA1-FFLuc reporter, luminescence, 48 h; response scale: scaled: vehicle 0%, 10 µM genistein 100%. actives 1.1% (n = 380,000); also: potency is read from the fitted curve at half-maximal effect; nearly all actives have a fitted effect of over 80% in size; some results filed as inactive show a strong effect at the top dose
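MCF7 cells carrying a BRCA1-firefly luciferase reporter (2000 cells/well, phenol-red free MEM) were attached for 2 h at 37 °C, then given compounds for 48 h. Luminescence was read 15 min after luciferase reagent; activity normalized to genistein (10 microM) and DMSO.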
ELG1 genotoxic = qHTS screen for small molecules that induce genotoxicity in human embryonic kidney (HEK293T) cells expressing luciferase-tagged ELG1; Potency, µM (top dose mostly 46 µM), inactives show top-dose activity change, positive = activation, hits mostly activators; AID 504466, 2011; actives 1.3% (n = 330,000); HEK293T ELG1-luciferase reporter, luminescence, 16 h; also: potency is read from the fitted curve at half-maximal effect; % of control where 0% means no effect; nearly all actives have a fitted effect of over 60% in size
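DMSO vehicle served as control against compound-treated ELG1-luciferase HEK293T cells; exposure lasted 16 hr at 37 °C and 5% CO2, followed by ONE-Glo luminescence detection after 30 min.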
Menin-MLL TR inh = qHTS Assay for Inhibitors Targeting the Menin-MLL Interaction in MLL Related Leukemias: Competition With Texas Red Labeled MLL-derived Mutant Peptide; AID 1768, 2009; Potency, µM (titrated, usually from 61.6 µM), for inactives: at the top dose FP activity change, negative = inhibition, usual class: inhibitors; O00255; actives 0.23% (n = 270,000); Menin + Texas Red MLL mutant peptide, fluorescence polarization; active = well fitted inhibition curve with a large enough effect in the polarisation, with a control signal flat, not every such curve was filed as active; inconclusive = small, poorly fitted or top-dose-only effect, or effect the other way, or a change in a side signal; inactive = no such curve, though single readings can be large or run the other way; the % refers to the polarisation; also: potency is read from the fitted curve at half-maximal effect; % of control where 0% means no effect; many of its hits are not listed in these tables
FLuc modulator = qHTS profiling assay for firefly luciferase inhibitor/activator using purifed enzyme and Km concentrations of substrates (counterscreen for miR-21 project); purified FLuc, Km substrates, luminescence inhibition; Potency, µM (highest dose often 57.5 µM), for the others: at the top dose activity change, negative = inhibition, usual class: inhibitors; actives 6.9% (n = 360,000); AID 588342, 2011;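 also: potency is read from the fitted curve at half-maximal effect; plate controls were vehicle for no effect and reference inhibitor for full effect; nearly all actives have a fitted effect of over 55% in size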
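Biochemical qHTS of compounds, final roughly 60 µM downward over six points, against 10 nM purified firefly luciferase using Km concentrations of substrates (10 uM D-luciferin, 10 uM ATP) in Tris acetate pH 7.5 buffer; luminescence output.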
* = called active by the depositor; ? = inconclusive; . = no result given; [ ] = another dose, or the depositor's remark. Unless noted, calls follow the shape of the dose curve; as a rule, active = well fitted curve in the direction sought with a large enough effect; inconclusive = small, poorly fitted or top-dose-only effect, or another doubt; inactive = no such curve, though single readings can be large; an effect the other way counts as inactive or inconclusive. Only part of the results is shown; the hit share may differ from the screen's.

Order of values: p53 reactivation, PKM2 activator, Menin-MLL TR inh, RORg inh, BRCA1 expr up, Gal4-VP16 FLuc, Rab9 prom act, ELG1 genotoxic, FLuc modulator, NPC1 promoter act, Giardia kill
> CC(C)CN(C(=O)COC(=O)c1cnc(Cl)c(Cl)c1)c1c(N)n(Cc2ccccc2)c(=O)[nH]c1=O
    -0.7%, ., ., ., -2.0%, ., 2.8%, 20.4%, 6.6%, 0.3%, -18.0
> CC(=O)c1sc(C(C)(C)C)cc1NC(=O)c1ccccc1C(=O)O
    0.6%, -7.1%, ., ?, -20.5%, 23.8%, 3.4%, -2.2%, -1.6%, -1.8%, 0.4
> O=C1c2cccc3cccc(c23)C(=O)N1CCN1CCN(CC(O)COc2ccc3ccccc3c2)CC1 (centres undefined)
    -37.6%[inhibitor], -4.2%, 8.9%, ?, -74.5%, 11.2µM*, 2.4%, -3.4%, 1.8%, -4.4%, 2.9
> O=C(CCCOc1ccccc1)Nc1cc(S(=O)(=O)N2CCOCC2)ccc1N1CCOCC1
    4.2%, ., ., ., 0.3%, ., -4.5%, 2.6%, 5.8%, -9.9%, 6.1
> NS(=O)(=O)c1ccc(CNC(=S)NCc2ccc(Cl)cc2)cc1
    -5.4%, 1.5%, ?, ?, -22.7%, 3.1%, -2.5%, 2.8%, 12.0%, -1.7%, -11.6
> COc1cccc(NC(=O)CNC(C)CCC(C)C)c1 (centres undefined)
    7.0%, 8.0%, -7.8%, 13.4%, 1.1%, 1.4%, 8.9%, -2.5%, -3.5%, 9.0%, 1.1
> CC(C)c1cc(=O)n2[nH]c(SCc3ccc(Cl)cc3)nc2n1
    -0.1%, ., 45.6%[activator], -0.8%, 1.9%, 13.7%, 0.2%, 1.9%, 2.0%, 1.8%, 2.6
> Cc1ccc(O)c(C(=O)c2cnc3c(c2)COc2ccc(C)cc2-3)c1
    -4.7%, -1.0%, 3.1%, ?, -25.8%, 18.1%, -2.9%, -10.5%, 2.0%, 0.7%, 12.4
> COc1ccc(S(=O)(=O)Oc2cccc(C(=S)N3CCOCC3)c2)cc1
    -25.0%, -0.5%, ., 4.4%, -45.2%, -4.2%, -5.1%, -5.8%, -2.2%, 1.6%, 12.7
> CC(C)(C)c1ccc(OCC(=O)NNC(=O)Nc2ccccc2)cc1
    -2.9%, -3.0%, -1.0%, 0.6%, 23.8%, 0.2%, 6.3%, 9.8%, 2.3%, 1.9%, -17.7
> CC(C)c1nc(SCC(=O)N2CCc3ccccc32)n[nH]1
    20.2%, -6.7%, -10.6%, 9.9%, ?, 6.0%, -0.1%, ?, -10.4%, 10.1%, 3.2
> CCC(C)(C(=O)NC1CCCCC1)N(C(=O)Cc1cccs1)c1ccccc1 (centres undefined)
    -4.8%, 1.4%, -11.2%, -5.9%, -28.9%, 8.2%, -2.6%, -5.3%, 0.2%, -2.5%, -6.3
> COc1ccc(S(=O)(=O)n2cccc2)cc1OC
    -15.4%, 5.7%, -1.5%, 10.8%, -5.9%, -8.7%, -0.1%, 12.2%, -1.4%, 0.0%, -8.1
> O=C(CSc1ncccn1)Nc1ccc2c(c1)CCC2
    9.7%, -13.6%, ., 19.7%, 8.91µM*, 7.4%, 23.3%, 3.9%, 21.3µM*, -5.2%, -11.3
> CC[C@@H]1C(c2ccc(F)cc2)=NN(c2ccccc2)[C@H]1C(=O)N1CCOC1=O
    -0.3%, ., ?, 25.9%, 8.9%, 0.2%, ., -0.2%, ., ., 2.0
> O=C(c1cccc(S(=O)(=O)N2CCOCC2)c1)N1CCCCCC1
    -4.3%, 2.5%, 18.1%, 0.2%, 8.7%, -3.5%, -2.5%, -2.4%, -2.5%[2.3 µM], -1.3%, -4.7
> CCC(N=c1cc(-c2ccc(OC)c(OC)c2)oc2ccc(C)cc12)C(=O)O (centres undefined)
    7.7%, -7.8%, -7.6%, 19.2%, 14.4%, 17.0%, -4.2%, 4.0%, -11.1%, -1.1%, -23.6
> O=C(C1=C[C@@H](C2CC2)C[C@@H](OCc2ccc(CO)cc2)O1)N1CCN(Cc2ccc3c(c2)OCO3)CC1
    -2.0%, 1.9%, ?, 42.2%, -10.2%, -14.6%, -3.5%, -7.9%, -0.6%, -2.7%, -7.7
> CCOC(=O)c1ccc2c(c1)nc(C1CCN(S(=O)(=O)c3cccs3)CC1)n2CC
    -8.4%, 4.7%, -4.0%, -10.4%, -84.5%, -14.4%, -8.1%, -21.1%, -0.8%, -0.2%, 1.1
> O=C(CN1CCN(c2ccccc2O)CC1)NC(=O)NCc1ccccc1
    3.9%, ., ., ., -23.6%, ., 0.1%, 0.1%, 12.3%, 0.6%, -2.5
> CCOC(=O)/C(C#N)=C/c1ccc(OCC(=O)Nc2ccc(OC)cc2)c(OC)c1
    8.0%, 0.8%, -29.8%, -39.0%, -3.6%, -9.1%, 12.9%, -1.5%, 4.7%, -0.7%, -3.1
> Cc1cc(SCC(=O)N/N=C/c2ccc(O)c(O)c2)c(C)cc1Br
    -0.4%, 16.4%, 4.5%, -11.3%, -32.4%, 6.0%, 0.6%, -9.1%, 5.7%, -6.9%, 7.6
> O=C(CCn1nc(-c2ccc(F)cc2)ccc1=O)NCc1ccccc1
    -2.9%, 10.9%, ., 18.8%, -6.9%, 1.9%, -1.0%, -2.5%, -1.5%, -0.1%, -0.3
> NC(=O)COC(=O)CNC(=O)c1cc(Cl)cc([N+](=O)[O-])c1
    2.9%, 1.6%, 3.5%, -10.2%, 3.4%, -3.2%, 0.4%, 1.9%, 3.7%, -5.3%, 3.4
> Cc1ccc(C)n1-c1ccc2c(c1)COC2=O
    6.4%, 0.2%, -2.6%, 12.8%, ., 0.8%, -2.1%, ?, -0.5%, -6.0%, .
> Cn1nnnc1SCC(=O)N1CCN(c2ccc(Cl)cc2)CC1
    -5.5%, -6.7%, -24.8%, 24.2%, -8.2%, -0.5%, -4.0%, -6.7%, 0.5%, 0.6%, -10.5
> Cc1nn(C)c(C)c1CN(C)S(=O)(=O)c1ccc(F)cc1
    6.3%, -1.7%, -3.2%, ?, -34.6%, ?, -13.4%, -3.1%, 3.9%, -9.3%, -7.3
> COc1cccc(C2=NOC(C(=O)N3CCOCC3)C2)c1 (centres undefined)
    26.4%, -4.0%, 5.3%, -16.6%, ?, -10.4%, ?, ?, 19µM*, 3.55µM*, 9.5
> Cc1cccc(C)c1NC(=O)C1=C(O)c2sccc2N(C)S1(=O)=O
    -3.6%, 3.2%, 9.5%, 3.2%, -16.4%, 5.7%, -1.1%, -5.2%, ?, -5.0%, 16.5
> COc1ccc(OC)c(N2C(=O)[C@@H]3C(c4ccccc4Cl)=NO[C@@H]3C2=O)c1
    -15.8%, -3.5%, ?, -18.3%, -29.9%, -3.8%, 3.5%, -1.6%, -10.8%, 1.7%, 3.4
> O=C(CN1CCN(CC(=O)Nc2ccccc2Cl)CC1)NCC1(N2CCCCC2)CCCCC1
    -3.3%, ., ., ., -2.9%, ., -7.1%, 3.5%, 3.1%, -1.6%, 7.9
> Cc1cc(C)c(S(=O)(=O)N2CCOC2CNC(=O)C(=O)NCc2ccco2)c(C)c1 (centres undefined)
    -0.2%, -0.2%, -2.1%, 11.3%, -6.0%, 12.6%, -7.2%, -0.3%, -18.1%, -5.5%, 13.5
> N#CC1(c2ccccc2)CCC(=NO)CC1 (centres undefined)
    -0.6%, -2.4%, -1.8%, -5.9%, 11.8%, -0.9%, -1.0%, 0.4%, -2.1%, -3.9%, 8.1
> CC(Sc1nnc(-c2cccnc2)n1N)C(=O)Nc1ccc2c(c1)OCCO2 (centres undefined)
    11.5%, ., ., ., 2.5%, ., 3.1%, -2.2%, 0.7%, 2.5%, 6.9
> COc1cc2c(cc1/C=C1/NC(=O)N(CC(=O)Nc3ccccc3)C1=O)OCO2
    -2.7%, 0.4%, 37.8%[activator], 0.5%, -33.3%, 6.5%, -1.1%, 3.1%, 1.0%, -4.3%, -5.3
> O=C(NCCc1ccccc1)C1CCC(=O)N1C1CCCC1 (centres undefined)
    0.6%, ., 38.5%[activator], 2.5%, -5.0%, -0.7%, 0.7%, 0.0%, -1.5%, 0.3%, -16.6

Bioassay records: PubChem BioAssay, National Center for Advancing Translational Sciences (NCATS)
